# Source: PubChem (National Center for Advancing Translational Sciences (NCATS))
# DT40 TDP1 CPT: DT40-hTDP1 cell growth loss with CPT | 420,000 compounds, 12% hits | Potency, µM (series often up to 46.2 µM), inactives show at the top dose activity change, negative = growth inhibition, actives largely listed as inhibitors | chicken DT40 Tdp1-/-;hTDP1 cells + 20 nM CPT, ATP luminescence, 48 h | AID 686979; note: nearly all actives have a fitted effect of over 55% in size
#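 Chicken DT40 Tdp1-/- cells complemented with human TDP1, 400 cells/well, exposed to compounds plus 20 nM camptothecin for at least 48 h at 37 C; viability read as ATP content by CellTiter-Glo luminescence.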
# KAT2A inh: inhibitors of human GCN5L2 histone acetyltransferase; Q92830; GCN5L2 HAT assay, ThioGlo1 CoA-SH fluorescence; Potency, µM (highest dose often 58.9 µM), inactives show at the top dose activity change, negative = inhibition, hits mostly inhibitors; 390,000 compounds, 0.21% hits; AID 504327
# Target sequence (Q92830 whole entry, looked up): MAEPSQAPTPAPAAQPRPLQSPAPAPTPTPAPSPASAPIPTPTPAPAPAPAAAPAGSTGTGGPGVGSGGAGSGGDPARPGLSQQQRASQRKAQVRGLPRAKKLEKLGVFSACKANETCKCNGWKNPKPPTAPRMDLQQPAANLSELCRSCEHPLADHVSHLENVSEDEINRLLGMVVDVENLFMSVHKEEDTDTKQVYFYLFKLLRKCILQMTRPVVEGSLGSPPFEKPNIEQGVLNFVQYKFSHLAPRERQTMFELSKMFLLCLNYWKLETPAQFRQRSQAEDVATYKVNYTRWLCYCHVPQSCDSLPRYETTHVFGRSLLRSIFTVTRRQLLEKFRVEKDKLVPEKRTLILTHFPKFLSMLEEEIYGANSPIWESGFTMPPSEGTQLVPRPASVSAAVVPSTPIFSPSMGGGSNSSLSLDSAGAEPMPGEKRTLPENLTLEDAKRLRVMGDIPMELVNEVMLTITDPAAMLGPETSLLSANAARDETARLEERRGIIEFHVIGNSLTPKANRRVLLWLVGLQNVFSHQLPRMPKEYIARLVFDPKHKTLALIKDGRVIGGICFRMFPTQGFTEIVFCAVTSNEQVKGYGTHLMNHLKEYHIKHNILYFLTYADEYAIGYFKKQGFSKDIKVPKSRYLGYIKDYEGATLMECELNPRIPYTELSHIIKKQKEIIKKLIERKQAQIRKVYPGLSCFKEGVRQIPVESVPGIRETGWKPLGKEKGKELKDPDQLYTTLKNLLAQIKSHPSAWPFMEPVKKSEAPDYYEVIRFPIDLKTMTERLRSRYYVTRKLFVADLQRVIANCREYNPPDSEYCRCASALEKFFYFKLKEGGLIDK
#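 Titration-based screen in which CoA formation is detected via maleimide probe ThioGlo1 (50uM) turning fluorescent on thiol reaction; substrates H3(1-25) 75uM and acetyl-CoA 70uM, GCN5L2 20nM, 20 min incubation at room temperature.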
# FEN1 inhibitor: human FEN1 inhibition; P39748; Recombinant FEN1 flap cleavage, fluorescence, 15 min; Potency, µM (series often up to 114 µM), for the others: at the highest dose activity change, negative = inhibition, hits mostly inhibitors; 390,000 compounds, 0.35% hits; AID 588795; note: nearly all actives have a fitted effect of over 65% in size
#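 Concentration–response screening of FEN1 (10 nM): 15 min compound preincubation at room temperature, reaction started with 50 nM substrate and read at 0 and 15 min. Corrected, normalized data were fitted by a four-parameter Hill equation.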
# Starred values were filed as active, the others as inactive; ? = inconclusive; . = no result given; & = joins results of further samples. Calls come from the whole dose curve; as a rule, active = well fitted curve in the direction sought with a large enough effect; inconclusive = small, poorly fitted or top-dose-only effect, or another doubt; inactive = no such curve, though single readings can be large; an effect the other way counts as inactive or inconclusive. % is set by controls: 0 for no effect and ±100 for the full control effect; potency is the fitted concentration of half-maximal effect. An excerpt, so the mix of outcomes need not match the whole.
1	CSCC[C@H](C=O)NC(=O)[C@H](CC(C)C)NC(=O)[C@H](CC(C)C)NC(C)=O
2	Clc1ccc(NCn2cncn2)nc1
3	C/C(Cn1nnc([N+](=O)[O-])n1)=N\NC(=O)c1ccc(C)cc1
4	Cc1cc(=O)n(Cc2ccc(F)cc2Cl)c2c1c(C)nn2-c1ccccc1
5	Cc1ccccc1NC(=O)N1CCc2ccccc2C1
6	COc1ccccc1OCCCC(=O)Nc1nnc(C2CCCO2)s1 (stereo unspecified)
7	CCN1CCN(c2cc(C)c3cc(NC(=O)CCC(=O)Nc4ccc(OC)c(OC)c4)ccc3n2)CC1
8	O=C(NCCCN1CCN(c2ccc(F)cc2)CC1)c1sc2ncccc2c1-n1cccc1

compound no.	1	2	3	4	5	6	7	8
DT40 TDP1 CPT	19µM*	23µM*	13µM*	-2%	-6%	20%	-1%	16µM*
KAT2A inh	-12%	1%	0%	1%	-2%	1%	0%	-7%
FEN1 inhibitor	.	-4%	9%	-1%	18%	1%	-22%	-9%

9	Clc1ccc(-n2ncc3c(NC4CCCC4)ncnc32)cc1
10	O=C1CCN(S(=O)(=O)c2ccccc2)C2CCCCC12 (stereo unspecified)
11	Cc1cc(NC(=O)N(C)CCc2c(C)nn(C)c2C)ccc1Br
12	O=S(=O)(NCc1cc(-c2ccccc2Cl)no1)c1ccc(Cl)cc1
13	CCOC(=O)C(Cc1ccccc1)C(=O)NCc1ccccc1 (stereo unspecified)
14	O=C(c1cccc([N+](=O)[O-])c1)N1CCCC(C(=O)N2CCCCC2)C1 (stereo unspecified)
15	O=C(c1ccc(F)cc1)c1cccc(C(=O)c2ccc(F)cc2)n1
16	O=C(NCc1ccccn1)C1CCN(S(=O)(=O)c2ccccc2)CC1

compound no.	9	10	11	12	13	14	15	16
DT40 TDP1 CPT	16µM*	-2%	?	?	-2%	-2%	-23%	-10%
KAT2A inh	-4%	-6%	21%	-9%	1%	1%	.	-1%
FEN1 inhibitor	1%	-4%	-4%	-24%	-1%	-10%	-3%	11%

17	CCCn1c(N)c(C(=O)CSc2nc(C)cs2)c(=O)n(C)c1=O
18	COc1ccc(NC2=NCC(Cc3ccc(Br)cc3)S2)cc1 (stereo unspecified)
19	CSc1ccc(CCNC(=O)c2cc3c(-c4ccccc4F)nn(C)c3s2)cc1
20	O=C(C1CC2CCC1C2)N1CCN(Cc2ccc3c(c2)OCO3)CC1 (stereo unspecified)
21	CC(=O)Nc1ccc(NC(=O)C2CC(=O)N(c3ccccc3Cl)C2)cc1 (stereo unspecified)
22	CCc1ccc(N(CC(=O)NCc2ccc3c(c2)OCO3)C(=O)c2csnn2)cc1
23	O=C(Nc1cccnc1)Nc1cccc(F)c1
24	COc1ccc(CN2CCN(CC3CC3)CC2CCO)cc1C (stereo unspecified)

compound no.	17	18	19	20	21	22	23	24
DT40 TDP1 CPT	?	?	?	-23%	2%	-3%	-28%	-10%
KAT2A inh	3%	-12%	1%	1%	-7%	-3%	-8%	2%
FEN1 inhibitor	0%	-25%	-10%	-7%	-13%	18%	2%	14%

25	O=c1c2ccccc2nc2n1CCc1c-2[nH]c2ccccc12
26	COc1ccc(CNCc2cccc(Cl)c2)cc1
27	COc1ccc(C(=O)N2CCC(C(=O)Nc3ccc(Cl)cc3)CC2)cc1
28	CCOc1ccc(-n2cc(-c3ccccc3)c3c(=S)nc[nH]c32)cc1
29	CC(C)NC(=O)c1cccc(C(F)(F)F)c1
30	CCOc1ccc(NC(=O)Nc2ccc(Cc3ccncc3)cc2)cc1
31	COC(=O)CCC(=O)NC1CC(C)(C)Cc2c1cnn2-c1ccc(F)cc1 (stereo unspecified)
32	COc1cc([C@@H]2CC=C(C(=O)O)[C@H](c3ccccc3F)N2S(=O)(=O)c2ccc(C)cc2)cc(OC)c1OC

compound no.	25	26	27	28	29	30	31	32
DT40 TDP1 CPT	?	?	5.8µM*	15µM*	-6%	-28%	0.58µM*	17%
KAT2A inh	-7%&-9%	-9%	2%	-12%	-1%	-15%	-17%	2%
FEN1 inhibitor	5%	0%	2%	-18%	8%	-2%	-9%	-3%

33	Cc1ccc2ncc(C(=O)c3ccc(C)c(C)c3)c(S(=O)(=O)c3ccc(F)cc3)c2c1
34	CC1CCCN(C(=O)Cn2c(=O)oc3ccccc32)C1 (stereo unspecified)
35	Cc1cc(C)n(-c2cc(N3CCN(C(=O)c4ccc(C(C)(C)C)cc4)CC3)ccc2[N+](=O)[O-])n1
36	COC(=O)CC1C(C)(C)C(OC(C)=O)C2CC3=C4CC(=O)OC(c5ccoc5)[C@]4(C)CCC3[C@@]1(C)C2=O (stereo partly specified)
37	Cc1ccc(-c2noc(CN(C(=O)COc3cc(C)cc(C)c3C)C(C)C)n2)cc1
38	O=C(COC(=O)c1ccc(O)cc1)Nc1ccccc1[N+](=O)[O-]
39	COc1cc(CNc2ccc(N3CCCC3)cc2)cc(Cl)c1OC
40	COc1ccc(CNC(=O)C(C)N(Cc2ccco2)C(=O)c2snc(C(N)=O)c2N)cc1 (stereo unspecified)

compound no.	33	34	35	36	37	38	39	40
DT40 TDP1 CPT	8.2µM*	-5%	?	?	23µM*	20%	2.3µM*	-27%
KAT2A inh	-8%	-6%	?	3%	-7%	-1%	10%	-4%
FEN1 inhibitor	-22%	0%	-13%	.	-25%	-7%	-18%	8%

41	Cc1cccc(NC(=O)CSC2=Nc3ccccc3C3=NC(CCC(=O)NCc4ccc(F)cc4)C(=O)N23)c1 (stereo unspecified)
42	Cc1ccc(C(=O)O)cc1NC(=S)NC(=O)c1ccc(COc2ccccc2)cc1
43	Cc1cc(C)n(-c2nnc(SCC(=O)NC3CCCC3)c3ccccc23)n1
44	CCOC(=O)[C@@H]1[C@H]2COc3ccccc3[C@H]2N2C(=O)N(c3ccc(Br)cc3)C(=O)[C@]12C
45	COc1cccc(CN2CCN(Cc3ccccc3C(F)(F)F)CC2)c1
46	NC(=O)CC(NC(=O)Cc1cccc2ccccc12)c1ccc(NC2CC3CCC2C3)c([N+](=O)[O-])c1 (stereo unspecified)
47	FC(F)(F)c1cccc(-c2cc3ccccc3nc2N2CCCC2)c1
48	CC(C)OCCCn1c(=O)c2ccccc2n2c(-c3cc(Cl)ccc3O)nnc12

compound no.	41	42	43	44	45	46	47	48
DT40 TDP1 CPT	-29%	?	-28%	?	-36%	3%	?	?
KAT2A inh	-1%	?	-2%	-2%	-20%	-5%	0%	-14%
FEN1 inhibitor	-9%	13%	11%	-18%	2%	2%	-16%	-4%

49	Cc1cccnc1NC(=O)c1ccco1
50	O=C(CN1C(=O)NC2(CCCC2)C1=O)Nc1cccc(C(F)(F)F)c1
51	Cc1cccc(NC(=O)c2cc(S(=O)(=O)N3CCN(c4ccccc4F)CC3)ccc2F)c1C
52	CCCCn1c(N)c(N(CCC(C)C)C(=O)C2CC(=O)N(Cc3ccc(C)cc3)C2)c(=O)[nH]c1=O (stereo unspecified)
53	CCCCN(C)CCNC(=O)c1cc2c(-c3cccc(OC)c3)nn(C)c2s1
54	COc1cc(C(=O)O/N=C(\N)c2ccncc2)cc(OC)c1OC
55	S=C(Nc1ccccc1)Nc1ccc2cn[nH]c2c1
56	O=C(COC(=O)c1ccc(Br)o1)Nc1ccc(S(=O)(=O)N2CCCC2)cc1

compound no.	49	50	51	52	53	54	55	56
DT40 TDP1 CPT	1%	-20%	?	-2%	?	?	-29%	-26%
KAT2A inh	-5%	-4%	-10%	0%	-12%	-2%	?	1%
FEN1 inhibitor	-8%	15%	-7%	0%	?	-6%	-3%	-10%

57	CS(=O)(=O)c1cccc(C(=O)Nc2ccccc2Cc2ccccc2)c1
58	COC(=O)Oc1nsnc1N1CCOCC1
59	O=C(NCc1cccnc1)C(=O)NCC1OCCN1S(=O)(=O)c1ccc(Cl)cc1 (stereo unspecified)
60	COc1ccc2c(c1)C=C(C(=O)OCc1cccnc1)CO2
61	Cc1csc(NC(=O)C(CC(C)C)NS(=O)(=O)c2ccc3c(c2)oc(=O)n3C)n1 (stereo unspecified)
62	Cc1ccc(C(=O)n2c(-c3ccccc3)cnc2SCC(=O)Nc2ccccc2)cc1
63	Cc1ccc(-n2c(=O)c3c(c4cc(C)ccc4n3C)n(Cc3ccc(F)cc3)c2=O)cc1
64	N#CCC1c2ccccc2CCN1C(=O)Nc1cccc(C(F)(F)F)c1 (stereo unspecified)

compound no.	57	58	59	60	61	62	63	64
DT40 TDP1 CPT	0%	23µM*	-11%	2%	-16%	-7%	-8%	?
KAT2A inh	-2%	-22%	1%	-11%	-2%	-1%	-1%	-21%
FEN1 inhibitor	-9%	2%	-6%	5%	6%	-4%	5%	8%

# Fetched by structure from above:
62	Cc1ccc(C(=O)n2c(-c3ccccc3)cnc2SCC(=O)Nc2ccccc2)cc1
61	Cc1csc(NC(=O)C(CC(C)C)NS(=O)(=O)c2ccc3c(c2)oc(=O)n3C)n1 (stereo unspecified)

compound no.	62	61
DT40 TDP1 CPT	-7%	-16%
KAT2A inh	-1%	-2%
FEN1 inhibitor	-4%	6%

# The list goes on:
65	NC(N)=NC(N)=Nc1ccccc1
66	Cc1ccccc1OC(C)C(=O)Nc1ccc(S(=O)(=O)N2CCCC2)cc1 (stereo unspecified)
67	O=C(CN1CCOCC1)Nc1ccc(Cl)cc1
68	CCC1(CC)NC(=O)N(CC(=O)Nc2cccc3ccccc23)C1=O
69	Cc1occc1C(=O)Nc1cccc(Cl)c1Cl
70	O=C(COc1ccccc1Cl)Nc1ccc(N2CCN(C(=O)c3ccccc3)CC2)cc1
71	CN(CC(=O)Nc1ccc(N2CCOCC2)cc1)CC(=O)Nc1ccc(N2CCOCC2)cc1
72	O=C(NCc1ccccc1)C1CCC(CNS(=O)(=O)c2ccc(Br)s2)CC1 (stereo unspecified)

compound no.	65	66	67	68	69	70	71	72
DT40 TDP1 CPT	5%&-15%&-13%&-18%	?	10%	-19%	-1%	18µM*	-8%	-28%
KAT2A inh	5%&-3%&3%	-19%	-2%	-3%	-3%	-20%	-24%	2%
FEN1 inhibitor	-6%	3%	-1%	-5%	-2%	-17%	-16%	-1%

73	CCOC(=O)c1c(C)c(-c2ccccc2)n(CC(=O)NCc2cccc(OC)c2)c1C
74	COC(=O)C1=C(C)NC(=O)NC1c1ccc(-c2ccccc2Cl)o1 (stereo unspecified)
75	O=c1c2ccccc2sc2ccc(C#CC3(O)CCCCC3)cc12
76	Cc1cc(C(=O)Nc2ccccc2N2CCOCC2)c(C)o1
77	CCOc1ccc(N(C)c2ccc(/C=C3/SC(=S)NC3=O)cc2)cc1
78	Cc1ccc(S(=O)(=O)N2CCOC2C(Cl)(Cl)Cl)cc1 (stereo unspecified)
79	Cc1c(Br)c([N+](=O)[O-])nn1CC(=O)Nc1ccc(C(N)=O)cc1
80	CC(C)CN(C(=O)Cn1ccccc1=O)C1CCS(=O)(=O)C1 (stereo unspecified)

compound no.	73	74	75	76	77	78	79	80
DT40 TDP1 CPT	?	10µM*	?	?	?	5%	13%	3%
KAT2A inh	-1%	1%	.	-3%	-23%	-10%	0%	-1%
FEN1 inhibitor	-1%	-8%	0%	0%	?	3%	-7%	-4%

# Given as labelled records: 2 of the compounds above.
[75] O=c1c2ccccc2sc2ccc(C#CC3(O)CCCCC3)cc12
  DT40 TDP1 CPT = ?	KAT2A inh = .	FEN1 inhibitor = 0%

[77] CCOc1ccc(N(C)c2ccc(/C=C3/SC(=S)NC3=O)cc2)cc1
  DT40 TDP1 CPT = ?	KAT2A inh = -23%	FEN1 inhibitor = ?

# (next part)
81	CN(Cc1cccc2ncccc12)C(=O)CC1C(=O)NCCN1Cc1ccc(F)cc1 (stereo unspecified)
82	NC(=O)C1CCN(S(=O)(=O)c2ccc3c(c2)OCCO3)CC1
83	O=C(NCCc1ccccc1Cl)c1ccc2c(=O)n(-c3ccccc3)c(=O)[nH]c2c1
84	O=C(COc1coc(CN2CCc3ccccc3C2)cc1=O)Nc1cccc([N+](=O)[O-])c1
85	CN1CCN(S(=O)(=O)c2ccc(Oc3ccc(Br)cc3F)nc2)CC1
86	CCOC(=O)c1ccc(-n2c(N)c(C(=O)NCc3ccco3)sc2=S)cc1

compound no.	81	82	83	84	85	86
DT40 TDP1 CPT	-4%	1%	?	1%	-3%	-25%
KAT2A inh	14%	-2%	-2%	-10%	-7%	-26%
FEN1 inhibitor	-9%	11%	-6%	7%	-3%	-18%
